# IMP-1 inhibitor: blocks Pseudomonas aeruginosa IMP-1 metallo-beta-lactamase; inhibition, % at 5.6 µM; purified IMP-1, nitrocefin hydrolysis, epi-absorbance fluorescence; actives 0.45% (n = 290,000);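 active = inhibition above the mean plus 3 SD of all compounds in the same screening run, cut at about 4.5% in these data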;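 also: 0% = IMP-1 with DMSO and 100% = DMSO wells lacking enzyme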
#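 System – purified recombinant IMP-1 beta-lactamase · Input – IMP-1 dispensed at 0.2 nM · Timing – 15 min preincubation plus 25 min reaction at 25 °C · Signal – Epi-absorbance fluorescence, 480 nm excitation, 530 nm emission · Measure – percent IMP-1 inhibition derived from blank-referenced optical density · Controls – Enzyme-plus-DMSO low control, enzyme-free DMSO high control · Replication – singlicate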
# VIM-2 inhibitor: inhibitors of Pseudomonas aeruginosa VIM-2 metallo-beta-lactamase. purified VIM-2, nitrocefin hydrolysis, epi-absorbance fluorescence. inhibition, % at 5.6 µM. actives 0.89% (n = 290,000);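 active = inhibition above the mean of all tested compounds plus 3 SD, cutoff set per screening run, cut at about 7.5% in these data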;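 also: red hydrolysis product quenches plate fluorescence so inhibitors raise well fluorescence; 0% = enzyme with DMSO and 100% = DMSO without enzyme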
# NS3 helicase inh: blocks Hepatitis C virus NS3 helicase unwinding; NS3 helicase DNA unwinding, Cy5 molecular beacon fluorescence; inhibition, % at 10.9 µM; actives 0.56% (n = 290,000); AID 1800;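 active = inhibition above the mean of all tested compounds plus 3 SD, set per campaign, cut at about 35% in these data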;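 also: 0% = DMSO wells and 100% = thioflavine S control wells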
#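 System: Hepatitis C virus NS3 helicase domain fragment enzyme | Reagent: Annealed dual-labelled DNA beacon duplex, ATP-started | Compound dosing: 10.9 µM single point, 0.8% DMSO | Incubation: 1 h reaction at 25 °C, ATP-initiated | Technique: Cy5 fluorescence | Evaluation: Percent inhibition from t60/t0 fluorescence ratio | Benchmarks: Low DMSO, high thioflavine S at 110 µM | Replication: Singlicate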
# PfM18AAP inh: PfM18AAP enzyme inhibition. recombinant PfM18AAP, H-Glu-NHMec fluorogenic cleavage. inhibition, % at 7.35 µM. actives 1.2% (n = 290,000). AID 1822;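 active = inhibition above the campaign mean inhibition over all tested compounds plus 3 SD, cut at about 28% in these data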;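 also: 0% = plate median of test compound wells and 100% = 2 mM ZnCl2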
# IDE act: boosts human insulin-degrading enzyme activity in HEK cells; P14735; AID 493087; actives 0.073% (n = 340,000); FAbeta-B cleavage, fluorescence polarization; 0% vehicle, 100% cell-free pure enzyme wells; activation, % at 5.96 µM;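 active = activation above the mean of all tested compounds plus 3 SD, set per screening campaign, cut at about 17% in these data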
# SUMO HTRF inh: blocks human SUMOylation mediated by UBC9; P63279; HTRF SUMOylation assay, SAE1/SAE2 + UBC9, in vitro; inhibition, % at 35 µM; actives 0.36% (n = 290,000); in the data active = inhibition above about 50%, passing the limit was not always enough; also: strong numbers were not always called active
# FID counter: fluorescent intercalator displacement, NS3 helicase counter-screen | DNA fluorescent intercalator displacement, fluorescence | inhibition, % at 7.9 µM | actives 0.17% (n = 290,000); in the data active = inhibition above about 37%;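 also: 0% = vehicle and 100% = reference compound; higher means more ethidium bromide displaced from hairpin DNA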
# p-CIP stab down: lowers stability of the mouse p/CIP coactivator protein; Q05BA5; F442A p/CIP-EGFP cells, EGFP fluorescence, 16 h; decrease of EGFP signal, % at 10 µM; actives 0.01% (n = 290,000); AID 1984;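 active = EGFP signal decrease of at least 30% at 10 µM or well 3 SD below plate mean, unless failing retest; inactive = the rest, including hits failing retest or dose response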; also: some compounds called inactive have numbers as strong as hits; many of its hits are not listed in these tables
# Target sequence (Q05BA5 1-1403): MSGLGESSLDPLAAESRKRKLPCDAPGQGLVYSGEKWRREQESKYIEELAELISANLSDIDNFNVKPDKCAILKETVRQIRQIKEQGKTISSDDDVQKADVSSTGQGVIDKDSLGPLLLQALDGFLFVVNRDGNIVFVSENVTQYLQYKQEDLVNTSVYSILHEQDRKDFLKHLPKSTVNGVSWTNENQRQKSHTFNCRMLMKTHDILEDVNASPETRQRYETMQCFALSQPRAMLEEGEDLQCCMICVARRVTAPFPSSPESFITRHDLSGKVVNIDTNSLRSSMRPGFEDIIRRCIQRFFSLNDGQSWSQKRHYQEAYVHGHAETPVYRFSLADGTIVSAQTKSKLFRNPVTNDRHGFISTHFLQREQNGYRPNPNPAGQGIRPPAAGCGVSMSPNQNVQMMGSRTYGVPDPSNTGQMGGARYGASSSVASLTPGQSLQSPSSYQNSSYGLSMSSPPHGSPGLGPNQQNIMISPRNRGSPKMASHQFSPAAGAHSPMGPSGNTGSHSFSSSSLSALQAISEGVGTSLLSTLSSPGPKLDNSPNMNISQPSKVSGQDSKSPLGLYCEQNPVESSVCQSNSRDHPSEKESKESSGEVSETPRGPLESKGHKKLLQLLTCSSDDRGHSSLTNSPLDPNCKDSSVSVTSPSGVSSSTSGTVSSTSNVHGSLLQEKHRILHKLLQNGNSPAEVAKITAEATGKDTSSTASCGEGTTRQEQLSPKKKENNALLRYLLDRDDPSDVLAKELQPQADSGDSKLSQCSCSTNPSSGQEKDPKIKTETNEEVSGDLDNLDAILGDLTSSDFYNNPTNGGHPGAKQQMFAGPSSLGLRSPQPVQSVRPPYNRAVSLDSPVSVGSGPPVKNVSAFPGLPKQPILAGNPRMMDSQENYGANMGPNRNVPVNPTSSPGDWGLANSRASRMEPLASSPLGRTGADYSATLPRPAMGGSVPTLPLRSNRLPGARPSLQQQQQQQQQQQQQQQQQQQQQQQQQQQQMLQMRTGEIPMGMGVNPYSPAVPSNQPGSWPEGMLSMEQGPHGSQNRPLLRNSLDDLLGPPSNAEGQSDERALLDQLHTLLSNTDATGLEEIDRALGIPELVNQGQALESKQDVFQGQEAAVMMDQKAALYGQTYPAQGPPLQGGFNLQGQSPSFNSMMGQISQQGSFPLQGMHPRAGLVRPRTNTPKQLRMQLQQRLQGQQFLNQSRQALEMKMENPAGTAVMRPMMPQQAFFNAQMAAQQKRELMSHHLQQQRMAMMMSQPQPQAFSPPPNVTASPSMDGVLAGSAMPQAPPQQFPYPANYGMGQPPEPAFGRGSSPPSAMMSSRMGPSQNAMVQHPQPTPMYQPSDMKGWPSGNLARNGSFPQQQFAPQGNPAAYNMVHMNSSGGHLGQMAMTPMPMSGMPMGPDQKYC
# IDE cell inh: inhibitors of human insulin-degrading enzyme in cells; HEK cells, FAbetaB cleavage, fluorescence polarization; actives 0.41% (n = 320,000); P14735; inhibition, % at 5.59 µM; AID 434962;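 active = percent inhibition above the average of all tested compounds plus 3 SD, set per screening campaign, cut at about 16% in these data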;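 also: IDE supplied by intact live HEK cells; FP after avidin binding of uncleaved biotin substrate so inhibition keeps polarization high; 0% = DMSO wells and 100% = 60 µM reference IDE inhibitor Ii1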
# * = called active by the depositor; · = no result given.
SMILES,IMP-1 inhibitor,VIM-2 inhibitor,NS3 helicase inh,PfM18AAP inh,IDE act,SUMO HTRF inh,FID counter,p-CIP stab down,IDE cell inh
O=C(NNC(=O)c1ccccc1Br)c1ccncc1,-1.0,-1.4,6,-6,0,13,-3,-10,0
CCOC(=O)c1sc(NC(=O)c2cc(S(=O)(=O)N3CCOCC3)ccc2C)nc1C,-0.2,-2.0,-9,0,-5,-10,-27,12,1
COc1cccc(-c2nc(N)nc(SC)c2C#N)c1,-2.6,1.0,-1,-5,4,19,-4,-7,6
COc1ccc(OC)c2c1sc(=NC(=O)c1cccc(N3C(=O)CCC3=O)c1)n2C,-3.5,-1.5,0,-5,4,14,5,1,2
CN(C)S(=O)(=O)c1cccc(NC(=O)COC(=O)/C=C/c2ccco2)c1,-3.8,-4.1,6,1,-2,9,-8,4,8
COc1ccc(CN(C(=O)c2cccc(OC)c2)C2CCS(=O)(=O)C2)cc1 (stereo not given),-1.0,1.4,4,-10,·,8,-16,-73,6
CCOc1ccc(C(CC(=O)O)NS(=O)(=O)c2ccc(C)cc2)cc1OC (stereo not given),-0.1,0.7,-4,-3,1,16,-6,17,2
O=C1COc2ccc(S(=O)(=O)N3CCc4ccccc43)cc2N1,-3.0,-2.2,1,6,4,-16,-13,-2,6
Cc1cccc(C(=O)O/N=C(\N)CS(=O)(=O)c2ccccc2)c1,-5.0,-2.9,3,-6,1,1,-14,-8,8
CS(=O)(=O)N1CCN=C1SCc1ccc(F)cc1,-0.7,-3.8,3,-2,4,8,-6,11,1
CN1CCN(C(=O)C2CCC(CNS(=O)(=O)c3cccc4cccnc34)CC2)CC1 (stereo not given),0.5,0.2,-1,2,5,2,7,2,-1
Cc1ccc(C)c(CSc2nnc(C)c(=O)[nH]2)c1,-1.9,-1.9,1,-2,4,13,-5,-9,2
COc1ccc(CN(C)C(=O)c2[nH]c(C)c(C(C)=O)c2C)c(OC)c1OC,-1.5,-2.8,-2,-2,-3,4,-24,1,-9
CC(C)NC(=O)C1CCN(C(=O)C(C(=O)c2ccccc2)n2cc(Cl)ccc2=O)CC1 (stereo not given),0.1,-2.6,0,3,1,21,-4,-7,-2
CCCC(NC(=O)CCc1c(C)c2cc3c(-c4ccccc4)coc3cc2oc1=O)C(=O)O (stereo not given),-1.6,1.1,-22,-13,0,22,-17,-12,2
CCOc1ccc2[nH]cc(S(=O)(=O)c3ccc(Cl)cc3)c(=O)c2c1,0.1,0.5,-9,0,4,20,-6,-11,-2
COc1ccc(NC(=O)CCNS(=O)(=O)c2cccc3nonc23)cc1,-3.7,-2.4,0,0,5,7,-2,-2,0
C#CCNc1nc(C)nc2c1nnn2Cc1ccccc1F,-4.1,-2.6,9,7,-6,-16,-4,-10,2
CSc1nc2ccccc2n1Cc1c(Cl)cccc1Cl,0.2,1.2,-2,1,6,-3,-18,-8,-6
COC(=O)c1sccc1NC(=O)C1C2C=CC(O2)C1C(=O)O (stereo not given),-1.8,-3.1,-1,1,3,21,0,-3,-3
O=C(COc1ccc(S(=O)(=O)N2CCCC2)cc1)N1CCN(c2ccccc2F)CC1,-1.3,-2.1,-8,-5,-8,0,-48,1,5
COc1ccc(CN2C(=O)c3cccnc3C2O)cc1 (stereo not given),-3.7,-1.0,-18,-5,2,25,0,6,1
COc1ccc(OCC(O)Cn2c(=N)n(CCN3CCOCC3)c3ccccc32)cc1 (stereo not given),-1.2,-2.8,-6,-4,6,3,11,-5,4
CCCN(CCC)CCNC(=O)C1c2ccccc2C(=O)N(CCOC)C1c1ccc(F)cc1 (stereo not given),-1.7,-3.8,0,5,7,20,9,-13,6
CCOc1ccc(N(CC(=O)NCc2cccc(OC)c2)S(=O)(=O)c2c(C)noc2C)cc1,2.8,-1.5,0,-11,5,3,1,-2,-17
Cn1cccc1C(NC(=O)c1ccccc1)C(Cl)(Cl)Cl (stereo not given),-4.0,-1.2,4,-5,3,5,-11,-5,6
COc1ccc(/C=N/NC(=O)c2cccc(NC(=O)c3ccc(F)cc3)c2)c(C(=O)O)c1OC,0.3,0.1,-3,4,3,30,-44,-1,0
O=C1CC(c2ccccc2)CC(O)=C1C=NCc1ccc(Cl)cc1 (stereo not given),-0.9,-3.0,-6,-4,3,-15,-4,-2,-7
CC(=O)c1ccc(OCc2cc(C(=O)NCCN3CCCC(O)C3)no2)cc1 (stereo not given),2.5,2.8,22,7,1,8,-1,-23,-3
O=C(N/N=C/c1c(O)ccc2ccccc12)c1ccc[n+](CCO)c1,-5.3,-3.7,-14,6,-4,1,13,-13,9
O=C(N/N=C/c1ccc([N+](=O)[O-])o1)c1sc2ccccc2c1Cl,-3.9,-1.6,13,12,-2,8,1,-12,0
CCOc1ccccc1C1CC(=O)Nc2cc(OC)c(OC)cc21 (stereo not given),-1.5,-0.9,-2,1,-2,6,-20,-4,·
O=C(Nc1ccccc1F)c1ccc(S(=O)(=O)NCC2CCCO2)cc1 (stereo not given),-0.5,0.4,-7,-2,2,-5,1,6,-7
COc1ccc(/C=C(\C#N)C(=O)NCc2cccnc2)cc1OC,-1.5,-4.4,0,2,4,5,-1,-10,-3
CCC1CN(C(=O)N2CCC(C(=O)NCc3ccc(C)o3)CC2)c2ccccc2O1 (stereo not given),-1.6,-0.8,-4,-6,6,13,-38,-10,0
CC(=O)c1cccc(NC(=S)NC(=O)c2ccc(Cl)cc2)c1,-0.8,-3.9,3,-2,1,10,-4,-4,-1
CCCCCCNC(=O)Nc1ccccc1,-1.2,-3.4,-5,1,6,-21,-2,-8,1
O=C(CSc1nnc(-c2ccco2)n1Cc1ccccc1)NCc1ccccc1,-2.0,-3.5,3,6,-1,12,-26,-4,3
CN(C)CCCNc1ncnc2c1cnn2-c1ccccc1,-1.8,2.1,0,0,7,11,7,5,2
O=C(CCS(=O)(=O)c1ccccc1)Nc1ccc(Cl)cn1,-2.5,-2.7,-2,0,4,-12,-9,2,5
O=S(=O)(CCN1CCOCC1)c1ccc(OC(F)(F)F)cc1,-3.3,0.3,2,1,3,17,-5,-6,-2
O=c1c2ccccc2nnn1CSc1nc2cc(Cl)ccc2c(=O)n1Cc1ccco1,0.7,0.9,8,-13,·,·,0,·,0
NC(N)=Nc1nc(-c2ccccc2)c2cc(Cl)ccc2n1,-2.5,9.5*,-48,0,8,14,28,-11,-13
CNC(=S)NNc1nc(N2CCOCC2)nc(N2CCOCC2)n1,-3.5,-4.0,-8,41*,5,-10,-1,-5,1
COc1ccc(C)cc1NC(=O)CCC(=O)Nc1nnc(C2CCCCC2)s1,0.0,-3.7,-9,0,-1,14,-38,-3,3

# Compound profiles (already shown):
# Cc1cccc(C(=O)O/N=C(\N)CS(=O)(=O)c2ccccc2)c1 in the list: IMP-1 inhibitor: -5.0; VIM-2 inhibitor: -2.9; NS3 helicase inh: 3; PfM18AAP inh: -6; IDE act: 1; SUMO HTRF inh: 1; FID counter: -14; p-CIP stab down: -8; IDE cell inh: 8
# O=C(N/N=C/c1c(O)ccc2ccccc12)c1ccc[n+](CCO)c1 in the list: IMP-1 inhibitor: -5.3; VIM-2 inhibitor: -3.7; NS3 helicase inh: -14; PfM18AAP inh: 6; IDE act: -4; SUMO HTRF inh: 1; FID counter: 13; p-CIP stab down: -13; IDE cell inh: 9

# (further entries)
SMILES,IMP-1 inhibitor,VIM-2 inhibitor,NS3 helicase inh,PfM18AAP inh,IDE act,SUMO HTRF inh,FID counter,p-CIP stab down,IDE cell inh
O=C(Nc1ccccc1Cl)NC1CCCCCCC1,-1.8,-2.5,1,6,0,-3,-15,-11,·
NC(=O)c1cc2ccc(O)cc2oc1=Nc1ccccc1,-3.8,-1.8,4,4,1,-3,3,-7,·
O=C(CCc1c[nH]c2ccccc12)NCCc1ccc(Cl)cc1,-0.5,3.7,13,4,2,-16,-12,15,-8
CC(C)(C)C1CCC(=NNC(=O)C(=O)NC2CCCCC2)CC1 (stereo not given),-2.9,-4.3,9,-1,7,0,-1,-16,-6
Cc1ccc(-n2nc(C)c3c(C)c(CCC(=O)NCc4ccccc4)c(C)nc32)cc1,-4.6,-2.6,-8,0,8,25,1,-9,1
COc1ccc2c(c1)O[C@@H](c1cccc(C(F)(F)F)c1)[C@H](OC(=O)NCCc1ccc(OC)c(OC)c1)C2=O,-3.4,-2.2,-12,0,·,-34,-22,-5,5
CN(c1ccccc1)S(=O)(=O)c1ccc(NC(=S)NC(=O)c2ccccc2)cc1,-5.5,-5.8,-2,-4,7,-9,-9,13,-2
O=c1nccc(NCc2ccco2)[nH]1,-2.7,-0.8,8,-10,5,-4,-8,12,2
COc1ccc(-c2nn(-c3ccccc3)cc2/C=N/Nc2ccc(S(N)(=O)=O)cc2[N+](=O)[O-])cc1OC,-2.6,-3.4,3,11,10,39,-2,1,-2
O=C(COc1ncnc2scc(-c3ccc(Cl)cc3)c12)NCc1ccco1,-1.4,-0.7,4,3,1,24,-7,-8,8
CC1CCN(C(=O)Cn2c(=O)c3cccn3c3ccccc32)CC1,-0.2,0.3,6,-1,-1,12,-17,-2,-3
Cc1nc2ncnn2c(C)c1CCC(=O)N1CCCCC1,1.0,-3.4,2,2,2,13,-2,-9,1
COc1ccc(NC(=O)COC(=O)C2CCCCC2)c([N+](=O)[O-])c1,-3.1,-2.7,3,-1,-1,-3,-4,-12,1
Cc1ccnc(NS(=O)(=O)c2ccccc2)n1,-2.5,-1.4,2,4,0,-8,-8,2,-1
CC(C)C(C(=O)N1CCN(Cc2ccccc2)CC1)c1ccccc1 (stereo not given),-4.0,-3.3,2,0,0,-1,-20,1,5
Cc1cccc(NC(=S)NNc2ncc(C(F)(F)F)cc2Cl)c1,-2.0,-2.5,-7,7,3,7,-4,-3,-1
Cc1ccccc1NC(=O)CCc1nnc2ccc(N3CCC4(CC3)OCCO4)nn12,-1.6,-1.6,-2,-2,-3,·,-17,-10,1
COCC(=O)Nc1ccc2nc3n(c(=O)c2c1)CCCCC3,-4.2,-3.3,-4,1,6,-8,-2,-13,0
CCOc1ccc(N2CC(C(=O)N3CCCC3)CC2=O)cc1 (stereo not given),-1.0,0.8,-11,-12,-2,18,-13,-4,1
CCn1cc(Br)c(C(=O)N2CCN(c3ccccc3)CC2)n1,0.1,0.6,-4,-4,-3,-8,-7,-3,4
CC(C)N1C(=O)/C(=C\c2nc3ccccc3c(=O)n2-c2ccccc2)c2ccccc21,-3.8,-3.2,-15,-3,3,-12,-4,2,-1
Cc1nc2ccc(NC(=O)c3cccc(S(=O)(=O)N(C)c4ccccc4)c3)cc2s1,-4.7,-2.8,-19,3,-13,-7,-10,4,12
CCCCCOc1ccc(NC2=CC(=O)CCC2)cc1,-1.9,2.0,-9,-2,2,5,-28,2,4
O=C(NCCc1c[nH]c2ccccc12)c1ccc(Cl)cc1,-5.0,2.2,14,10,-4,-18,-9,-2,8
Cc1ccc2nsnc2c1S(=O)(=O)Nc1cccc2nsnc12,0.4,-1.0,1,-9,-3,-6,4,-17,-10
Cc1cccc2cc(CN(Cc3ccccc3)C(=O)c3cccc(F)c3)c(Cl)nc12,-1.4,0.2,-5,-1,0,16,-10,-4,-1
